EBV LMP1 NFkB: Epstein-Barr LMP1 NF-kappaB reporter inhibition | LMP1-induced NF-kappaB luciferase reporter cells, luminescence | AID 504558 | 350,000 compounds, 0.69% hits | inhibition, % at 12.5 µM; in the data active = inhibition above about 41%;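 also: 0% = neutral control wells and 100% = reference inhibitor control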
Shn3 inh set2: reduces Shn3 3'UTR luciferase signal in osteoblasts; Clone20 osteoblast Shn3 3'UTR firefly luciferase, 24 h; inhibition, % at 12.5 µM; 360,000 compounds, 0.52% hits; AID 588674;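 active = mean inhibition of at least 75% with every replicate also reaching 75%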;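 also: 0% = median of neutral control wells and 100% = pilot-screen positive control compound; some compounds past the cut are filed as inactive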
TWEAK Fn14 block: inhibitors of TWEAK-Fn14 interaction signaling | 360,000 compounds, 2% hits | AID 1159606 | inhibition, % at 10 µM | TWEAK-stimulated Fn14 reporter cells, luciferase luminescence, 8 h; in the data active = inhibition above about 50%
NR5A2 inv ag: suppresses constitutive activity of human LRH-1; O00482; HEK293T StAR-luciferase reporter, LRH-1 transfected, 24 h; inhibition, % at 3.6 µM; 360,000 compounds, 0.13% hits;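 active = inhibition above the mean inhibition of all tested compounds plus 3 SD, cut at about 73% in these data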;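 also: 0% = DMSO wells and 100% = reporter-only cells lacking LRH-1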
KKLEB cytotox: counter-screen for CF NF-kB inhibitors: cytotoxicity; KKLEB CF airway cells viability, ATPlite luminescence, overnight; hits give low values; cells stimulated with P. aeruginosa culture filtrate; activity change (cytotoxicity), % at 5 µM; 360,000 compounds, 0.36% hits; AID 602141;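 active = corrected activity change at or below -50% at 5 µM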
TROY NFkB inh: blocks TROY-dependent signaling in reporter cells; Q293 LMP1-TROYcd NF-kB luciferase reporter, 4 h; inhibition, % at 10 µM; 360,000 compounds, 0.98% hits; AID 1347056;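 active = compounds whose plate-normalised and pattern-corrected inhibition of the luciferase reporter signal at the single screening dose is 50% or more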
CF NFkB inh: inhibitors of cystic fibrosis induced NF-kB. KKLEB NF-kB-GFP reporter, PAF-induced, GFP fluorescence overnight. inhibition, % at 5 µM. 360,000 compounds, 0.86% hits. AID 588850;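 active = at least 50% inhibition at 5 µM, scaled per plate between neutral and stimulator controls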;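 also: PAF is a Pseudomonas aeruginosa culture filtrate used as stimulus; plate controls were PAF-stimulated DMSO wells for no effect and unstimulated DMSO wells for full effect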
NCOA3 inh: inhibitors of human steroid receptor coactivator 3 (SRC3); Q9Y6Q9; 360,000 compounds, 0.17% hits; AID 588352; HEK293 GAL4-SRC3 luciferase reporter, luminescence; inhibition, % at 3.6 µM;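 active = inhibition above a per-campaign cutoff, the mean of all compounds plus 3 SD, cut at about 60% in these data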;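 also: 0% = DMSO-treated cells and 100% = gossypol-treated cells at 36 µM; higher means less SRC3-driven luciferase light from the GAL4 reporter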
Target sequence (Q9Y6Q9 whole entry, looked up, the tested form may be a part): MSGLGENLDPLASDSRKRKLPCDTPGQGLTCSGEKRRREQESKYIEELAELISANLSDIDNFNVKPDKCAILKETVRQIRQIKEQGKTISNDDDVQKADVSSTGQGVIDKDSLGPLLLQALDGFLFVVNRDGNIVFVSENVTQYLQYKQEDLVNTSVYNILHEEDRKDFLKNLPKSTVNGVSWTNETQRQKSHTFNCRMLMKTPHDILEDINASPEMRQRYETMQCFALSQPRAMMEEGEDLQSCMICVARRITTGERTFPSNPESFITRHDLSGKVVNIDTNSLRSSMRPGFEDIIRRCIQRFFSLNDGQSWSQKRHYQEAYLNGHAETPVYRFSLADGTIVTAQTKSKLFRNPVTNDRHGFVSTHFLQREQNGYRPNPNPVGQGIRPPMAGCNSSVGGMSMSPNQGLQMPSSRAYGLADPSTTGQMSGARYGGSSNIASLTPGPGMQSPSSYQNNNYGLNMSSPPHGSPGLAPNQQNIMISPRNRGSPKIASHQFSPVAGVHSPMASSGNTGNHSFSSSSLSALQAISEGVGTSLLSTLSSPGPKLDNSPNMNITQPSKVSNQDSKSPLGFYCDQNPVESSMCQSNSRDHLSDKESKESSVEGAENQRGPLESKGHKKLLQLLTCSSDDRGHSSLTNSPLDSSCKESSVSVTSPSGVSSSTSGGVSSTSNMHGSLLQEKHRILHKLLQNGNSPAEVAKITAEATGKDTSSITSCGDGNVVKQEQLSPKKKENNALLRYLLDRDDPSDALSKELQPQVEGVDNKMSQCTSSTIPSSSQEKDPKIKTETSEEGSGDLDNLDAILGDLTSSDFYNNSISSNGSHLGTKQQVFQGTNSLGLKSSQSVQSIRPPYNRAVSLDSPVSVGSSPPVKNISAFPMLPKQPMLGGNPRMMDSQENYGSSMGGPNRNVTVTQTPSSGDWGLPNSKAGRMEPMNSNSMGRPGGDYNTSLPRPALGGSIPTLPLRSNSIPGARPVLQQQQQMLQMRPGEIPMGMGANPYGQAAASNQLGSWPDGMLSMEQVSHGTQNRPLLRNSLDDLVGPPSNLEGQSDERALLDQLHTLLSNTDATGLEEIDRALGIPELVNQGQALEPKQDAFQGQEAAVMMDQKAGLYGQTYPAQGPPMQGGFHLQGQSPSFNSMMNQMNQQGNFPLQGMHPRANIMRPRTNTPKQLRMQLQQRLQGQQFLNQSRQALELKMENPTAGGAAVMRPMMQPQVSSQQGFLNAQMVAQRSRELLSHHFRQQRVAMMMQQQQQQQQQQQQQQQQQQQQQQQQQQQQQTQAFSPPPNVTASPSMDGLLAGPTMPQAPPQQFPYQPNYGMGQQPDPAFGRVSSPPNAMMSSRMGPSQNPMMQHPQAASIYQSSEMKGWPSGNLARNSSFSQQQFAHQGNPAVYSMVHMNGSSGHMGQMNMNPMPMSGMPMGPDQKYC
TRAIL sens C8: sensitizes caspase-8 expressing cells to TRAIL. NB7+C8 cells + TRAIL, ATPlite viability luminescence. inhibition (viability loss, TRAIL sensitization), % at 10 µM. 360,000 compounds, 1% hits;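 active = compounds causing at least 50% loss of cell viability in the single-dose screen, relative to plate controls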
NCOA1 inh: inhibitors of human steroid receptor coactivator 1 (SRC1) | Q15788 | HEK293 GAL4-SRC1 luciferase reporter, luminescence | inhibition, % at 3.6 µM | 360,000 compounds, 0.12% hits;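 active = inhibition above the campaign mean plus 3 SD, with each screening campaign given its own cutoff, cut at about 60% in these data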;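 also: 0% = DMSO treated cells and 100% = gossypol at 36 µM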
NR2F2 inh: NR2F2 (human) inhibition, primary screen | inhibition, % at 8.6 µM | HEK293T NGFI-A luciferase reporter, luminescence | 370,000 compounds, 0.7% hits;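 active = inhibition above a per-plate cutoff, mean inhibition of test wells between control levels plus 3 SD, cut at about 38% in these data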;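 also: cells cotransfected with COUP-TFII expression vector driving the NGFI-A reporter; 0% = median of COUP-TF2 test wells and 100% = reporter-only cells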
* = called active by the depositor; nt = no result given. Not all compounds are listed; the hit share may differ from the screen's.

1	C[C@H](CO)N1C[C@H](C)[C@@H](CN(C)S(=O)(=O)c2cn(C)cn2)Oc2c(NS(=O)(=O)c3ccc(F)cc3)cccc2C1=O
2	CC(C(=O)N1CCCCC1)n1ncn2cccc2c1=O (stereo not drawn)
3	CCCCOC(=O)c1cccnc1
4	Cc1cnc(NC(=O)CSc2nc3ccccc3s2)s1
5	CCCn1c(N)c(C(=O)CSc2ncn[nH]2)c(=O)n(C)c1=O
6	CC(=O)c1ccc(S(=O)(=O)Nc2ccc(C(=O)NCCCn3ccnc3)cc2)cc1
7	Cn1c(=O)c2c(nc(CO)n2C)n(C)c1=O
8	Cc1csc2ncc(C(=O)NCCC(c3ccccc3)c3ccccc3)c(=O)n12
screen / no.,1,2,3,4,5,6,7,8
EBV LMP1 NFkB,7,4,3,13,3,1,-2,2
Shn3 inh set2,-15,1,5,-6,-2,5,-4,6
TWEAK Fn14 block,6,10,-20,-3,-11,7,11,-21
NR5A2 inv ag,10,-6,-14,7,-33,11,4,-7
KKLEB cytotox,9,8,11,0,-4,0,11,5
TROY NFkB inh,-11,11,1,-4,-10,-5,1,2
CF NFkB inh,-10,8,12,-2,5,-6,4,-20
NCOA3 inh,-7,-9,7,-4,-15,1,4,2
TRAIL sens C8,5,-6,-4,27,1,-28,-2,2
NCOA1 inh,0,-15,-22,2,-11,-4,1,-5
NR2F2 inh,2,-2,7,-4,-12,-14,6,3

9	COc1ccc(CNC(=O)c2ccc(-c3ccc(F)c(F)c3)c3ccoc23)cc1OC
10	COC(=O)c1ccc(N2CCCCC2)c(N)c1
11	CCc1nc2ccc(C(=O)Nc3cccc(NS(C)(=O)=O)c3)cn2c1N(C)C(=O)Cc1ccccc1
12	CC(C)CN1CCC(=O)N([C@H](CSc2ccccc2)Cc2ccccc2)CC1
13	Cc1nnc(SCc2cc(=O)oc3ccc4ccccc4c23)n1Cc1ccccc1
14	CCOC(=O)c1cnc(SCC(=O)Nc2ccc(NC(=O)CC)c(OC)c2)nc1N
15	CCOc1ccc(Nc2oc(-c3ccc(Cl)cc3)nc2C#N)cc1
16	O=C(NCc1cn2ccsc2n1)c1cccs1
screen / no.,9,10,11,12,13,14,15,16
EBV LMP1 NFkB,nt,-12,nt,0,-15,8,-9,-4
Shn3 inh set2,4,-32,-13,-14,11,-6,-42,-11
TWEAK Fn14 block,35,-21,11,-7,13,1,3,-5
NR5A2 inv ag,-16,-85,7,5,7,1,-15,-8
KKLEB cytotox,0,11,6,-17,-2,-10,-17,-3
TROY NFkB inh,30,-57,1,-12,5,-6,-45,-11
CF NFkB inh,7,8,1,-2,-12,-5,16,14
NCOA3 inh,-2,-26,10,8,-12,-1,-48,-11
TRAIL sens C8,-4,-5,2,15,-4,-22,7,3
NCOA1 inh,-9,-49,10,-1,0,-4,-44,-13
NR2F2 inh,18,-15,16,-6,3,10,-10,-4

17	COc1ccc(C2CC(c3ccc(Br)cc3)=NN2C(=S)Nc2ccccc2)cc1 (stereo not drawn)
18	COc1ccccc1C(=O)N=C1SC2CS(=O)(=O)CC2N1c1ccccc1 (stereo not drawn)
19	COc1ccc(CCNC(=O)Cn2nnc(C(=O)Nc3ccc(Br)cc3)c2N)cc1OC
20	O=C(N[C@@H](Cc1ccc(O)cc1)C(=O)O)c1ccncc1
21	COC(=O)C1=C(C)N(Cc2ccccc2)C(=NCc2ccc3c(c2)OCO3)N[C@H]1c1ccccc1
22	C=CCN1C(=O)[C@]2(c3ccccc31)C1CCCC=C1C(C#N)=C(N)C2(C#N)C#N (stereo partly drawn)
23	CCOC(=O)C1=CC[C@H]2c3c(c4ccccc4n3C)C(=O)C1N2C
24	O=C(CSc1nc2sc3c(c2c(=O)n1-c1ccccc1)CCCC3)NCc1ccco1
screen / no.,17,18,19,20,21,22,23,24
EBV LMP1 NFkB,-10,-15,5,6,5,-1,-1,0
Shn3 inh set2,2,11,8,-2,8,-2,-5,23
TWEAK Fn14 block,1,9,1,-3,1,0,-8,2
NR5A2 inv ag,-51,-2,-13,-31,13,10,1,57
KKLEB cytotox,4,-7,5,-1,3,0,2,-28
TROY NFkB inh,-67,21,3,-6,10,13,-6,-11
CF NFkB inh,2,-7,-14,-10,-18,-6,6,47
NCOA3 inh,-31,-35,-6,-11,-25,-3,-3,42
TRAIL sens C8,-7,-3,33,7,2,4,-6,2
NCOA1 inh,-31,3,-9,-8,3,-9,-4,50
NR2F2 inh,-34,-8,-9,-10,-4,-9,8,9

Sorted by number of heavy atoms (rising): 8 of the compounds above.
16	O=C(NCc1cn2ccsc2n1)c1cccs1
20	O=C(N[C@@H](Cc1ccc(O)cc1)C(=O)O)c1ccncc1
15	CCOc1ccc(Nc2oc(-c3ccc(Cl)cc3)nc2C#N)cc1
18	COc1ccccc1C(=O)N=C1SC2CS(=O)(=O)CC2N1c1ccccc1 (stereo not drawn)
17	COc1ccc(C2CC(c3ccc(Br)cc3)=NN2C(=S)Nc2ccccc2)cc1 (stereo not drawn)
14	CCOC(=O)c1cnc(SCC(=O)Nc2ccc(NC(=O)CC)c(OC)c2)nc1N
24	O=C(CSc1nc2sc3c(c2c(=O)n1-c1ccccc1)CCCC3)NCc1ccco1
19	COc1ccc(CCNC(=O)Cn2nnc(C(=O)Nc3ccc(Br)cc3)c2N)cc1OC
screen / no.,16,20,15,18,17,14,24,19
EBV LMP1 NFkB,-4,6,-9,-15,-10,8,0,5
Shn3 inh set2,-11,-2,-42,11,2,-6,23,8
TWEAK Fn14 block,-5,-3,3,9,1,1,2,1
NR5A2 inv ag,-8,-31,-15,-2,-51,1,57,-13
KKLEB cytotox,-3,-1,-17,-7,4,-10,-28,5
TROY NFkB inh,-11,-6,-45,21,-67,-6,-11,3
CF NFkB inh,14,-10,16,-7,2,-5,47,-14
NCOA3 inh,-11,-11,-48,-35,-31,-1,42,-6
TRAIL sens C8,3,7,7,-3,-7,-22,2,33
NCOA1 inh,-13,-8,-44,3,-31,-4,50,-9
NR2F2 inh,-4,-10,-10,-8,-34,10,9,-9

(further entries)
25	COC(=O)c1ccccc1C(=O)c1ccc2c(c1)NC(=O)CO2
26	CC1CC(C)CN(C(=O)c2ccc3c(c2NCCO)C(=O)c2ccccc2C3=O)C1 (stereo not drawn)
27	O=C(NNC(=O)C1CCN(S(=O)(=O)c2ccc(Cl)cc2)CC1)c1ccccc1
28	Cc1cc2c(C)nc3ccccc3c2o1
29	CC(C)(C)CN1CCC(n2nccc2NC(=O)c2ccccc2Cl)CC1
30	COc1ccc(S(=O)(=O)N2CCCCC2c2cc(C(=O)Nc3ccc4c(c3)OCO4)no2)cc1 (stereo not drawn)
31	CCn1c(CNC(=O)C23CC4CC(CC(C4)C2)C3)nnc1SC
32	CCN(C(=O)COC(=O)/C(=C/c1ccccc1)n1nnnc1C)C1CCCCC1
screen / no.,25,26,27,28,29,30,31,32
EBV LMP1 NFkB,11,6,-2,5,-6,nt,-1,10
Shn3 inh set2,-14,24,9,-10,0,49,8,-17
TWEAK Fn14 block,1,33,11,0,-6,-45,-3,45
NR5A2 inv ag,10,1,9,9,3,2,-4,21
KKLEB cytotox,19,3,18,11,-19,-8,8,17
TROY NFkB inh,10,-2,-5,-13,-18,-16,28,20
CF NFkB inh,-4,2,-4,-7,32,14,-11,14
NCOA3 inh,-16,4,12,9,16,-25,3,37
TRAIL sens C8,-1,19,4,2,8,-2,8,9
NCOA1 inh,-3,-5,9,2,-13,-11,10,13
NR2F2 inh,-1,10,14,1,-7,19,4,2

33	CC1CCN(c2ccc(NC(=O)c3cccnc3)cc2)CC1
34	COc1ccccc1C(=O)NS(=O)(=O)c1ccc(C)cc1
35	Cc1ccc(S(=O)(=O)N2CCC(C(=O)NCC3CC3)CC2)cc1
36	CC1CCCN(C(=O)C2CCN(C(=O)Nc3ccccc3)CC2)C1 (stereo not drawn)
37	Cc1cc(C)c(OCCCNC2CCCC2)c(Br)c1
38	COc1ccc(-c2sc3cc4c(cc3c2C#Cc2cncn2C)OCO4)cc1
39	O=C(NCc1ccc(F)cc1)C1CC(=O)N(C2CCCC2)C1 (stereo not drawn)
40	Cn1c(CCN2CCCCC2)nc2cc(NS(=O)(=O)c3ccc(F)cc3)ccc21
screen / no.,33,34,35,36,37,38,39,40
EBV LMP1 NFkB,24,-3,-13,5,-35,-19,1,18
Shn3 inh set2,-59,-14,-3,5,-13,-4,10,27
TWEAK Fn14 block,-65,2,-6,-14,-10,-18,11,15
NR5A2 inv ag,-86,0,-6,-23,4,12,-9,5
KKLEB cytotox,5,-2,3,3,-2,-3,7,10
TROY NFkB inh,-28,9,8,-4,4,-11,-18,9
CF NFkB inh,-3,15,5,22,6,-58,-9,20
NCOA3 inh,-57,27,-27,18,-8,-20,6,11
TRAIL sens C8,4,11,5,-3,12,7,-4,-32
NCOA1 inh,-47,-52,10,-32,-14,-3,-7,11
NR2F2 inh,-40,10,6,7,-16,-11,11,-10

41	COc1cc(C(=O)N2CC(=O)Nc3ccccc32)cc(OC)c1OC
42	COc1ccccc1-n1cnnc1SCC(=O)NCC1CCCO1 (stereo not drawn)
43	O=C1c2cccc3cccc(c23)C(=O)N1OS(=O)(=O)c1ccc(Cl)cc1
44	CC(=O)NNC(=O)c1csc(Cc2c(Cl)sc3ccc(Cl)cc23)n1
45	CC(CCc1ccco1)NC(=O)CCc1nnc2ccc(NCc3ccc(Cl)cc3)nn12 (stereo not drawn)
46	COc1ccc(CCNC(=O)CCCOc2cccc(C)c2C)cc1OC
47	CN(C)c1ccnc2sc(C(=O)c3ccc(Br)cc3)c(N)c12
48	COc1ccccc1/C=C/C(=O)Nc1cccnc1Cl
screen / no.,41,42,43,44,45,46,47,48
EBV LMP1 NFkB,1,1,11,8,-1,-1,1,-14
Shn3 inh set2,-3,-2,-1,25,25,22,-62,-62
TWEAK Fn14 block,10,6,-25,6,-22,-13,-48,-32
NR5A2 inv ag,8,11,22,-8,-2,0,-4,-54
KKLEB cytotox,-8,-4,4,0,-4,-8,16,-11
TROY NFkB inh,24,10,40,10,-3,25,-69,-45
CF NFkB inh,21,36,3,-3,0,-18,-19,13
NCOA3 inh,-3,23,13,19,2,-2,3,-48
TRAIL sens C8,21,-2,-2,23,-19,6,-6,8
NCOA1 inh,-4,-13,16,-13,4,-2,6,-54
NR2F2 inh,-5,-7,-18,15,2,17,11,-17

49	CCCCc1cc(=O)oc2cc(C)cc(OC(C)C(=O)NCc3cccnc3)c12 (stereo not drawn)
50	COc1cccc(C(=O)Nc2nnc(-c3cccs3)o2)c1
51	CCNC(=O)/C(C#N)=C/c1c(N2CCN(c3ccc(OC)cc3)CC2)nc2c(C)cccn2c1=O
52	CCN(CC)CC(=O)Nc1sc(C)cc1C(=O)c1ccc(C)cc1
screen / no.,49,50,51,52
EBV LMP1 NFkB,4,-5,9,-1
Shn3 inh set2,4,-19,-1,53
TWEAK Fn14 block,15,31,-3,-15
NR5A2 inv ag,-3,-66,25,21
KKLEB cytotox,11,1,-20,9
TROY NFkB inh,-9,-61,-3,-8
CF NFkB inh,6,10,0,1
NCOA3 inh,-1,-36,-1,16
TRAIL sens C8,-17,21,-15,-1
NCOA1 inh,6,-20,4,16
NR2F2 inh,1,-31,3,14
